ATG4B inh: ATG4B protease inhibitors, primary screen, biochemical, fluorescence, uHTS; Cysteine protease ATG4B (Homo sapiens), Q9Y4P1; ATG4B cleavage of LC3-PLA2, NBD-HPC fluorescence, 1 h; inhibition, % at 8.33 µM; 340,000 tested, 0.51% active; in the data active = inhibition above about 40%
Target sequence (Q9Y4P1 whole entry, looked up): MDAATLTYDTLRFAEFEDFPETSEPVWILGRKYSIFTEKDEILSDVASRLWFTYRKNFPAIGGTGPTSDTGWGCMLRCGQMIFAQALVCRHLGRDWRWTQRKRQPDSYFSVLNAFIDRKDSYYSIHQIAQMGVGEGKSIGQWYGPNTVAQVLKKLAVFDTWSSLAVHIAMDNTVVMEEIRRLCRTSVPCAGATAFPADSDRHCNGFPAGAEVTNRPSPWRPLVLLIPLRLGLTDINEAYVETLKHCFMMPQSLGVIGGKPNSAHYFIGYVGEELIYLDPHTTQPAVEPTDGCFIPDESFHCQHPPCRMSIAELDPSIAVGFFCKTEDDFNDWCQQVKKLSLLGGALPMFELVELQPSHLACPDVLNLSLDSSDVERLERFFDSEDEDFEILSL
hIAP block: human IAP inhibitors, primary screen, biochemical, luminescence, uHTS. Intestinal-type alkaline phosphatase (Homo sapiens), P09923. purified IAP, CDP-Star luminescence, 30 min. inhibition, % at 10 µM. 330,000 tested, 0.12% active. AID 2544, 2010;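 active = inhibition reaching a set limit with compound at 10 µM in the primary screen, cut at about 35% in these data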;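 note: plate controls were DMSO wells with enzyme for no effect and no-enzyme buffer wells for full effect; values of inactives mirror those of a sister screen read the other way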
hIAP act: human IAP activators, primary screen, biochemical, luminescence, uHTS. purified human IAP, CDP-Star luminescence, 30 min; active compounds read high; 1 = vehicle-only enzyme, 0 = enzyme-free background. 330,000 tested, 0.16% active. AID 2524, 2010. Intestinal-type alkaline phosphatase (Homo sapiens), P09923. activation factor at 10 µM;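 active = activation factor of the enzyme at least 2-fold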; note: the source names both 10 and 20 µM as test concentration; values of inactives mirror those of a sister screen read the other way
mIAP block: inhibitors of mouse IAP, primary screen, biochemical, luminescence, uHTS. intestinal alkaline phosphatase [Mus musculus]. purified mouse IAP, CDP-Star luminescence, 30 min. inhibition, % at 10 µM. 330,000 tested, 0.2% active;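 active = inhibition of at least 40% at 10 µM in the primary screen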;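 note: plate controls were DMSO with enzyme for no effect and no enzyme wells for full effect; values of inactives mirror those of a sister screen read the other way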
MPTP inh: mitochondrial permeability transition pore inhibitors, primary screen, biochemical, isolated mouse mitochondria, absorbance; Ca2+ swelling absorbance, 30 min; inhibition, % at 10 µM; 360,000 tested, 1.4% active;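 active = inhibition of 50% or more, scaled per plate between neutral and stimulator controls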;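 note: 0% = DMSO wells given calcium and 100% = 1 mM EGTA wells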
A3A deaminase: APOBEC3A ssDNA deaminase inhibitors, primary screen, selectivity assay for APOBEC3G inhibitor project, biochemical, FAM/TAMRA oligo cleavage fluorescence; AID 493011, 2011; DNA dC->dU-editing enzyme APOBEC-3A (Homo sapiens), P31941; inhibition, % at 20 µM; 330,000 tested, 0.41% active; recombinant A3A, FAM/TAMRA ssDNA deamination fluorescence;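 active = at least 40% inhibition at 20 µM here, with at most 30% in a related deaminase screen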;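 note: plate controls were A3A with DMSO for no effect and wells lacking A3A enzyme for full effect; some results filed as inactive read as strong as hits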
Target sequence (P31941 whole entry, looked up): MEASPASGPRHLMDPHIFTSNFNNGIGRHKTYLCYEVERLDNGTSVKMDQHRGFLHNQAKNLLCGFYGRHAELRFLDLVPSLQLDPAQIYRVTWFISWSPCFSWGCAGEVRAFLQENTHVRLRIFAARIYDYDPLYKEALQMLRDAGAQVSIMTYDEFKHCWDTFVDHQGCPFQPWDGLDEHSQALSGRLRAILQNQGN
MIN6 prolif: inducers of MIN6 beta-cell proliferation, primary screen, ATP luminescence, uHTS. MIN6 cells proliferation, ATPlite luminescence, 48 h; cells starved in 0.2% serum; 100% = growth in 10% serum. proliferation, % at 10 µM. 330,000 tested, 0.29% active. AID 2380, 2010;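 active = compounds whose signal lies at least 3.5 SD above the mean of all wells on their plate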;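 note: 0% = DMSO-treated cells in low-serum medium and 100% = 10% serum control; some compounds called inactive have numbers as strong as hits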
mIAP act: activators of mouse IAP, primary screen, biochemical, luminescence, uHTS; AID 2805, 2010; muIAP, CDP-Star luminescence, 30 min; active compounds read high; 1 = vehicle-only enzyme signal, 0 = enzyme-free wells; intestinal alkaline phosphatase [Mus musculus]; activation factor at 10 µM; 330,000 tested, 0.24% active;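 active = activation factor of at least 2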; note: the source names both 10 and 20 µM as test concentration; values of inactives mirror those of a sister screen read the other way
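Assay system: mouse IAP enzyme; reagent: chemiluminescent substrate CDP-Star; dosing: test compounds delivered from DMSO solution; schedule: 30 min at room temperature; measured by: luminescence from enzymatic CDP-Star hydrolysis; controls: DMSO-only wells and no-enzyme negative control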
A3G deaminase: APOBEC3G DNA deaminase inhibitors, primary screen, biochemical, fluorescence, single-stranded DNA substrate, uHTS. DNA dC->dU-editing enzyme APOBEC-3G (Homo sapiens), Q9HC16. recombinant A3G, ssDNA deamination FAM/TAMRA fluorescence. inhibition, % at 20 µM. 330,000 tested, 0.28% active;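 active = inhibition of at least 40% at 20 µM, with no more than 30% in the related APOBEC3A deaminase screen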;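 note: plate controls were DMSO wells with A3G for no effect and wells lacking A3G enzyme for full effect; some compounds called inactive have numbers as strong as hits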
Target sequence (Q9HC16 whole entry, looked up): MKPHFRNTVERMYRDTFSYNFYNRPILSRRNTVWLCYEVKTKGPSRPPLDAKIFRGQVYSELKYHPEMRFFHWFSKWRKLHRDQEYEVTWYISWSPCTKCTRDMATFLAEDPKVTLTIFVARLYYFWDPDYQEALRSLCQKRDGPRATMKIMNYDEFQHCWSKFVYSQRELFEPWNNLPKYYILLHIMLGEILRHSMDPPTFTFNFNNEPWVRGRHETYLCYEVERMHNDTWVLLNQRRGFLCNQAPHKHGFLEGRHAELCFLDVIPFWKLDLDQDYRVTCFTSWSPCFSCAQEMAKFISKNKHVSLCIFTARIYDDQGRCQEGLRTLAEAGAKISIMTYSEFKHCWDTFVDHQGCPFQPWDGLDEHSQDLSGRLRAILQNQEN
An asterisk follows results filed as active.

Start of the listing, in advance, two compounds:
For Cc1cccc(C)c1OCC(=O)Nn1c(COc2ccccc2)nc2ccccc2c1=O the results were ATG4B inh -6, hIAP block -3, hIAP act 1, mIAP block 12, MPTP inh 2.1, A3A deaminase -4, MIN6 prolif 19*, mIAP act 0.88 and A3G deaminase -11.
For FC(F)(F)c1ccc(CN2C[C@@H]3C(c4ccc(C(F)(F)F)cc4)C4(c5cccnc5)CC3(C4)[C@H]2c2ccccc2)cc1 (stereo partly drawn) the results were ATG4B inh -9, hIAP block 13, hIAP act 0.87, mIAP block 4, MPTP inh 0.1, A3A deaminase -4, MIN6 prolif -7, mIAP act 0.96 and A3G deaminase -4.

Results, from the first entry:
For Cc1cccc(C)c1OCC(=O)Nn1c(COc2ccccc2)nc2ccccc2c1=O the results were ATG4B inh -6, hIAP block -3, hIAP act 1, mIAP block 12, MPTP inh 2.1, A3A deaminase -4, MIN6 prolif 19*, mIAP act 0.88 and A3G deaminase -11.
For FC(F)(F)c1ccc(CN2C[C@@H]3C(c4ccc(C(F)(F)F)cc4)C4(c5cccnc5)CC3(C4)[C@H]2c2ccccc2)cc1 (stereo partly drawn) the results were ATG4B inh -9, hIAP block 13, hIAP act 0.87, mIAP block 4, MPTP inh 0.1, A3A deaminase -4, MIN6 prolif -7, mIAP act 0.96 and A3G deaminase -4.
For CCOC(=O)c1sc(NC(=O)CCSC)nc1C the results were ATG4B inh 1, hIAP block 14, hIAP act 0.86, mIAP block 3, MPTP inh 2.1, A3A deaminase -2, MIN6 prolif -4, mIAP act 0.97 and A3G deaminase -3.
CN(C#N)c1nc(N2CCOCC2)nc(N2CCOCC2)n1 was read as ATG4B inh -2, hIAP block 8, hIAP act 0.92, mIAP block 0, MPTP inh -1.0, A3A deaminase 1, MIN6 prolif -2, mIAP act 1 and A3G deaminase 1.
`CCOc1ccccc1N1CCN(Cc2c(C)n(C)n(-c3ccccc3)c2=O)CC1` gave ATG4B inh -12, hIAP block -4, hIAP act 1, mIAP block -1, MPTP inh 7.0, A3A deaminase -1, MIN6 prolif -2, mIAP act 1 and A3G deaminase -2.
COc1cc(S(=O)(=O)N2CCN=C2c2ccccc2)c(OC)cc1Cl was read as ATG4B inh 4, hIAP block 13, hIAP act 0.87, mIAP block -9, MPTP inh 1.2, A3A deaminase 3, MIN6 prolif 0, mIAP act 1.1 and A3G deaminase 3.
Screening CCCC(C)n1[nH]c(=O)cc1N (stereo not drawn) returned ATG4B inh -2, hIAP block -9, hIAP act 1.1, mIAP block 3, MPTP inh -2.7, A3A deaminase 4, MIN6 prolif 0, mIAP act 0.97 and A3G deaminase 1.
`O=C(CCCN1C(=O)/C(=C/c2ccccc2Cl)SC1=S)NCCCN1CCOCC1` gave ATG4B inh 7, hIAP block -40, hIAP act 1.4, mIAP block 15, MPTP inh -0.8, A3A deaminase -2, MIN6 prolif 3, mIAP act 0.85 and A3G deaminase -5.
Screening Cc1ccc(C)c(Nc2cc(C)nc3ncnn23)c1 returned ATG4B inh -2, hIAP block -22, hIAP act 1.2, mIAP block 7, MPTP inh 1.7, A3A deaminase -5, MIN6 prolif -3, mIAP act 0.93 and A3G deaminase 6.
Cc1cc(NC(=O)CSc2nccn2-c2ccc(Cl)cc2)no1 was read as ATG4B inh -11, hIAP block -3, hIAP act 1, mIAP block -2, MPTP inh -2.4, A3A deaminase 0, MIN6 prolif -2, mIAP act 1 and A3G deaminase -1.
Screening N#Cc1c[nH]n2c(=O)c3c(nc12)CCCC3 returned hIAP block 18, hIAP act 0.82, mIAP block 3, A3A deaminase 1, MIN6 prolif -1, mIAP act 0.97 and A3G deaminase -2.
CC(=O)c1cccc(OCC(=O)N(C)CC(=O)Nc2ccc(F)cc2)c1 was read as ATG4B inh 7, hIAP block -11, hIAP act 1.1, mIAP block 5, A3A deaminase -6, MIN6 prolif 1, mIAP act 0.95 and A3G deaminase 3.
For CC1(C)Cc2c(cnn2-c2ccc(F)cc2)C(NC(=O)c2cnccn2)C1 (stereo not drawn) the results were ATG4B inh 2, hIAP block -38, hIAP act 1.4, mIAP block 5, MPTP inh 0.9, A3A deaminase -4, MIN6 prolif -2, mIAP act 0.95 and A3G deaminase -4.
Screening C/[N+]([O-])=C/c1c(OCc2ccc(Cl)cc2Cl)ccc2ccccc12 returned ATG4B inh -3, hIAP block 0, hIAP act 1, mIAP block 5, MPTP inh -2.0, A3A deaminase -1, MIN6 prolif 3, mIAP act 0.95 and A3G deaminase -3.
Screening Cc1ccccc1C(O)c1cccnc1 (stereo not drawn) returned ATG4B inh -5, hIAP block -7, hIAP act 1.1, mIAP block -10, MPTP inh 4.1, A3A deaminase -4, MIN6 prolif -1, mIAP act 1.1 and A3G deaminase -5.
Screening O=C1SCC(c2ccc(Cl)cc2Cl)=NN1Cc1nnc(-c2ccccc2)o1 returned ATG4B inh 5, hIAP block -7, hIAP act 1.1, mIAP block 5, MPTP inh -0.5, A3A deaminase 0, MIN6 prolif 0, mIAP act 0.95 and A3G deaminase -1.
Screening Cc1ccc(S(=O)(=O)NCC(=O)N(CC(=O)NCC2CCCO2)Cc2ccccc2)cc1 (stereo not drawn) returned ATG4B inh 8, hIAP block 17, hIAP act 0.83, mIAP block -6, MPTP inh -2.6, A3A deaminase -3, MIN6 prolif 4, mIAP act 1.1 and A3G deaminase -5.
For CCc1ccc(C(=O)Nc2ccc(OC)c(S(=O)(=O)N3CCOCC3)c2)cc1 the results were ATG4B inh -10, hIAP block 8, hIAP act 0.92, mIAP block -20, MPTP inh 0.3, A3A deaminase -2, MIN6 prolif 3, mIAP act 1.2 and A3G deaminase -5.
For Cc1ccc(CN2CC(C(=O)Nc3ncccc3C)CC2=O)cc1 (stereo not drawn) the results were ATG4B inh -10, hIAP block 9, hIAP act 0.91, mIAP block -1, MPTP inh 1.9, A3A deaminase 1, MIN6 prolif 0, mIAP act 1 and A3G deaminase -4.
`O=C(/C=C/c1ccc(Cl)cc1Cl)N(Cc1ccc(Cl)cc1)C1CCS(=O)(=O)C1` (stereo not drawn) gave ATG4B inh -22, hIAP block -7, hIAP act 1.1, mIAP block 9, MPTP inh -1.8, A3A deaminase 1, MIN6 prolif 0, mIAP act 0.91 and A3G deaminase -5.
For Cc1[nH]n(-c2ccccc2)c(=O)c1N=Nc1cccc(S(=O)(=O)N2CCOCC2)c1 the results were ATG4B inh 11, hIAP block 1, hIAP act 0.99, mIAP block 17, MPTP inh 0.2, A3A deaminase -1, MIN6 prolif -5, mIAP act 0.83 and A3G deaminase -6.
O=C(Cn1nc(C(=O)O)c2ccccc2c1=O)Nc1ccccc1C(F)(F)F was read as ATG4B inh 0, hIAP block 0, hIAP act 1, mIAP block -3, MPTP inh 2.1, A3A deaminase 2, MIN6 prolif -5, mIAP act 1 and A3G deaminase -1.
CCOc1ccc(NC(=O)CN(C)C(=O)CN2C(=O)C3CC=CCC3C2=O)cc1OCC (stereo not drawn) was read as ATG4B inh -6, hIAP block 0, hIAP act 1, mIAP block -3, MPTP inh 1.1, A3A deaminase 0, MIN6 prolif 4, mIAP act 1 and A3G deaminase -10.
For COc1ccc(NC(=O)CS(=O)CC(=O)Nc2ccc(-n3cnnn3)c(C)c2)cc1 (stereo not drawn) the results were ATG4B inh 1, hIAP block 2, hIAP act 0.97, mIAP block -4, MPTP inh -1.9, A3A deaminase -4, MIN6 prolif -4, mIAP act 1 and A3G deaminase -9.
`CC(C)(C)n1nc2c(c1NC(=O)c1ccc(Cl)c([N+](=O)[O-])c1)CS(=O)(=O)C2` gave ATG4B inh 1, hIAP block -17, hIAP act 1.2, mIAP block -5, MPTP inh 0.3, A3A deaminase -5, MIN6 prolif -8, mIAP act 1.1 and A3G deaminase -5.
O=C(NNc1ncnc2c1cnn2-c1ccc(F)cc1)c1cccs1 was read as ATG4B inh -8, hIAP block -25, hIAP act 1.3, mIAP block 4, MPTP inh 12, A3A deaminase 4, MIN6 prolif 0, mIAP act 0.96 and A3G deaminase -1.
`COC(=O)C1=C(C)N(CC2CC2)C(=O)N[C@H]1c1ccc(Br)cc1` gave ATG4B inh 13, hIAP block -2, hIAP act 1, mIAP block -4, A3A deaminase 3, MIN6 prolif -5, mIAP act 1 and A3G deaminase 7.
O=C(O)CCC(=O)Nc1nc2nccc(-c3ccccc3)n2n1 was read as ATG4B inh -3, hIAP block -15, hIAP act 1.1, mIAP block 6, MPTP inh 0.5, A3A deaminase 9, MIN6 prolif -1, mIAP act 0.94 and A3G deaminase 0.
For Cn1c(/C(C#N)=C(\O)c2ccc([N+](=O)[O-])cc2)nc2ccccc21 the results were ATG4B inh -2, hIAP block 9, hIAP act 0.91, mIAP block 8, MPTP inh -0.2, A3A deaminase 0, MIN6 prolif -1, mIAP act 0.92 and A3G deaminase -8.
`CCOC(=O)C(=O)NCC(c1cccs1)S(=O)(=O)c1ccc(C)cc1` (stereo not drawn) gave ATG4B inh -9, hIAP block 9, hIAP act 0.91, mIAP block -7, MPTP inh -0.6, A3A deaminase 2, MIN6 prolif 2, mIAP act 1.1 and A3G deaminase -5.
Screening N#Cc1c(SCC(=O)Nc2nccs2)sc2c(O)cc(=O)[nH]c12 returned ATG4B inh 16, hIAP block 5, hIAP act 0.95, mIAP block 48*, MPTP inh -1.0, A3A deaminase 78, MIN6 prolif -3, mIAP act 0.53 and A3G deaminase 65.
For O=c1c2ccccc2nc2n1CC/C2=C\N1CCN(c2ccc([N+](=O)[O-])cc2)CC1 the results were ATG4B inh -7, hIAP block 16, hIAP act 0.84, mIAP block 21, MPTP inh 3.6, A3A deaminase 4, MIN6 prolif -1, mIAP act 0.79 and A3G deaminase -4.
Screening C[C@H](CO)N1C[C@H](C)[C@@H](CN(C)S(=O)(=O)c2cccs2)Oc2ccc(NS(=O)(=O)c3ccccc3)cc2CC1=O returned ATG4B inh -13, hIAP block -4, hIAP act 1, mIAP block -5, MPTP inh 3.8, A3A deaminase 0, MIN6 prolif -2, mIAP act 1.1 and A3G deaminase -2.
For CC(C)(C)NC(=O)CC1C[C@H](C(=O)N2CCOCC2)[C@@]2(C)c3[nH]c4ccccc4c3CCN2C1=O (stereo partly drawn) the results were ATG4B inh 2, hIAP block 2, hIAP act 0.98, mIAP block 0, MPTP inh 1.3, A3A deaminase -1, MIN6 prolif 2, mIAP act 1 and A3G deaminase -6.
`O=C1c2ccccc2C(=O)N1OCc1ccccc1[N+](=O)[O-]` gave ATG4B inh 1, hIAP block -13, hIAP act 1.1, mIAP block -2, MPTP inh -0.7, A3A deaminase 6, MIN6 prolif -1, mIAP act 1 and A3G deaminase -2.
`Cc1onc(-c2ccccc2Cl)c1C(=O)NC(=S)Nc1ccccc1F` gave ATG4B inh -12, hIAP block -2, hIAP act 1, mIAP block 10, MPTP inh 0.2, A3A deaminase -3, MIN6 prolif -5, mIAP act 0.9 and A3G deaminase -9.

Assay outcomes deposited in PubChem BioAssay by Sanford-Burnham Center for Chemical Genomics.
